APEX1 inh: APE1 (human) endonuclease inhibition | P27695 | recombinant APE1, TAMRA/BHQ-2 abasic DNA cleavage fluorescence | Potency, µM (titrated, usually from 65.8 µM), for inactives: at the highest dose activity change, negative = inhibition, most hits filed as inhibitors | actives 0.35% (n = 350,000) | AID 2517;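 note: potency is the fitted concentration of half-maximal effect; plate controls were vehicle for no effect and reference inhibitor for full effect; nearly all actives have a fitted effect of over 55% in size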
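Activity was derived from the fluorescence gain between first and third kinetic reads (60 s intervals, ex 525/em 598 nm) after 50 nM THF-abasic TAMRA/BHQ-2 duplex was added to 0.75 nM APE1 preincubated 15 min with compound.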
POLH inh: blocks human DNA polymerase eta activity | Q9Y253 | recombinant Pol eta, fluorescent DNA replication assay | Potency, µM (titrated, usually from 114 µM), inactives show top-dose activity change, negative = inhibition, usual class: inhibitors | actives 1.2% (n = 390,000); note: potency is the fitted concentration of half-maximal effect; % is set by controls: 0 for no effect and ±100 for the full control effect
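Fluorescent replication assay: 50 nM final substrate added after a 15 min room-temperature compound preincubation with 10 nM enzyme. Signal taken at 0 min and again at 10 min.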
ERG-DNA inh: ERG Ets/DNA interaction inhibition; actives 0.028% (n = 370,000); fluorescence polarization, His-ERG Ets domain / labelled DNA; Potency, µM (series often up to 76.9 µM), without a hit: top-dose FP activity, negative = inhibition, most hits filed as inhibitors; P11308; active = well fitted inhibition curve with a large enough effect in the polarisation, with a control signal flat; inconclusive = small, poorly fitted or top-dose-only effect, or effect the other way, or a change in a side signal; inactive = no such curve, though single readings can be large or run the other way; the % refers to the polarisation;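 note: polarization taken with two DNA probes labelled with fluorescein and Texas red; potency is the fitted concentration of half-maximal effect; % of control where 0% means no effect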
Target sequence (P11308 whole entry, looked up, the tested form may be a part): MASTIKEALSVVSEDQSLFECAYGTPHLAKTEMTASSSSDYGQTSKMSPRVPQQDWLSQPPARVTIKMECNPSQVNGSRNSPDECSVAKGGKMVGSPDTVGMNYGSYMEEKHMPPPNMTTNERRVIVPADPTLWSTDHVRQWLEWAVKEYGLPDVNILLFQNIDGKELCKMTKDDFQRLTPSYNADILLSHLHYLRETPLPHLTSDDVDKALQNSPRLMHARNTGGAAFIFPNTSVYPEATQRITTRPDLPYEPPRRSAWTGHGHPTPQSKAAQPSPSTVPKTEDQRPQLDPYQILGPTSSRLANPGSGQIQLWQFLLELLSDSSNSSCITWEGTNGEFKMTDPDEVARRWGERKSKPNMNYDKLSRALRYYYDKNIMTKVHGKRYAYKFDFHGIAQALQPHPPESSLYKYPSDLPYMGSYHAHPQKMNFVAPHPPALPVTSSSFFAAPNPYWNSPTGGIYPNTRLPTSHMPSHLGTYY
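His-tagged ERG Ets domain (1 uM in the protein solution; 300mM KCl, 50mM Tris-HCl, 1mM EDTA, 1mM DTT, pH 7.5) received compound, then a probe mix of 5 nM fluorescein-DNA and 100nM Texas-615-DNA. Fluorescence polarization was read for both dyes.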
Apoferritin bind: candidate novel general anesthetic via apoferritin binding; actives 0.074% (n = 350,000); Potency, µM (titrated, usually from 77.5 µM), for inactives: at the top dose activity change, negative = displacement, usual class: inhibitors; AID 485281; apoferritin/1-aminoanthracene competitive binding, fluorescence; P02791; note: potency is the fitted concentration of half-maximal effect; % is set by controls: 0 for no effect and ±100 for the full control effect; nearly all actives have a fitted effect of over 20% in size
Target sequence (P02791 2-175 limits assumed): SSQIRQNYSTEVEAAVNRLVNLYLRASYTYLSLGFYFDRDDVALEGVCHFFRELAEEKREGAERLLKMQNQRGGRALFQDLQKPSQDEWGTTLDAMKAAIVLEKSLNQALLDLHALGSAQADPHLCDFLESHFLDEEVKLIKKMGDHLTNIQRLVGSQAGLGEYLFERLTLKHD
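Horse-spleen apoferritin (10 uM) was mixed with 50% saturated 1-aminoanthracene in PBS, exposed to compounds for 10 min at room temperature, and read for fluorescence (ex 380 nm, em 535 nm). Competitive displacement was fitted with a four-parameter Hill equation.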
RGS4 inhibitor: blocks human RGS4-accelerated GTP hydrolysis; P49798; Transcreener GDP fluorescence polarization, RGS4-accelerated GTP hydrolysis; Potency, µM (highest dose often 114 µM), without a hit: top-dose activity change, negative = inhibition, usual class: inhibitors; actives 0.039% (n = 390,000); note: potency is the fitted concentration of half-maximal effect; % is set by controls: 0 for no effect and ±100 for the full control effect; nearly all actives have a fitted effect of over 75% in size; some results filed as inactive show a strong effect at the top dose
Target sequence (P49798 whole entry, looked up): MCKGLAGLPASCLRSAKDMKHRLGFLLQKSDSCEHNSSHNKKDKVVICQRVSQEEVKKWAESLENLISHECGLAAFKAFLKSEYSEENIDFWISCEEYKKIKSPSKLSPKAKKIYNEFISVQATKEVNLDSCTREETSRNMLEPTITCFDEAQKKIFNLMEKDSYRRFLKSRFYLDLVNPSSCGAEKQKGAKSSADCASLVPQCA
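MLSMR compounds (23 nl, pin-transferred) preincubated 10 min at room temperature with a 500nM (2x) first reagent, then RGS4 at 900nM (2x) plus Transcreener GDP mix added; fluorescence polarization (620/688 nm) read before and after 90 min at 30 °C.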
12-LOX inh: blocks human arachidonate 12S-lipoxygenase; P18054; purified 12hLO, xylenol orange hydroperoxide absorbance; Potency, µM (top dose mostly 108 µM), for the others: at the highest dose activity change, negative = inhibition, hits mostly inhibitors; actives 1.1% (n = 580,000); note: potency is the fitted concentration of half-maximal effect; % is set by controls: 0 for no effect and ±100 for the full control effect
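Hydroperoxide product was detected by ferrous iron/xylenol orange as the 573 to 405 nm absorbance ratio. Arachidonic acid at 40 uM (final) was turned over for 30 min at room temperature by 150 nM human 12hLO, pH 7.0 Hepes buffer, after 15 min compound preincubation.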
Pol beta inh: inhibitors of human DNA polymerase beta | actives 1.3% (n = 340,000) | Potency, µM (doses to about 114 µM), inactives show top-dose activity change, negative = inhibition, most hits filed as inhibitors | P06746 | Pol beta primer extension/strand displacement, fluorescence kinetic; note: potency is the fitted concentration of half-maximal effect; % is set by controls: 0 for no effect and ±100 for the full control effect
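Homogeneous kinetic assay of primer extension and strand displacement by 10 nM Pol beta, preincubated 15 min at room temperature with compound before 50 nM substrate (final) was added. Read at 0 and 10 min; four-parameter Hill fit.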
LDHA block: LDHA (human) enzyme inhibition | P00338 | purified LDHA, NADH/diaphorase-resazurin fluorescence; stronger effect = lower value | actives 0.15% (n = 480,000) | activity change, % (values are at about 110 or 230 µM); in the data active = activity change below about -30%; inconclusive = mostly about -25% to -30%;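 note: plate controls were DMSO wells for no effect and wells without enzyme for full effect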
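Resorufin fluorescence (ex540/em590), read at 0 and 20 min after diaphorase/resazurin addition, reports the NADH left after a 5 min room-temperature reaction of 2 nM human LDH5 with 0.06 mM NADH and 0.2 mM pyruvate.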
POLK inh: blocks human DNA polymerase kappa activity. Q9UBT6. actives 0.53% (n = 400,000). Potency, µM (series often up to 107 µM), for inactives: top-dose activity, negative = inhibition, hits mostly inhibitors. purified Pol kappa, fluorescent DNA synthesis assay, 10 min; note: potency is the fitted concentration of half-maximal effect; % is set by controls: 0 for no effect and ±100 for the full control effect
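First, compounds were pin-transferred onto 10 nM Pol kappa. After 15 min at room temperature, substrate was added to 50 nM final. Fluorescence was then measured kinetically at 0 and 10 min.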
* hit, by the source's call; ? = inconclusive; nt = no result given; & = joins results of further samples; [ ] = another dose, or the depositor's remark. Unless noted, calls come from the whole dose curve; as a rule, active = well fitted curve in the direction sought with a large enough effect; inconclusive = small, poorly fitted or top-dose-only effect, or another doubt; inactive = no such curve, though single readings can be large; an effect the other way counts as inactive or inconclusive.

cpd	structure	ERG-DNA inh	Apoferritin bind	POLH inh	APEX1 inh	RGS4 inhibitor	Pol beta inh	LDHA block	12-LOX inh	POLK inh
1	CCCn1c2ccccc2c2cnn(CC(=O)NCCN(CC)CC)c(=O)c21	6%&1%	-10%&2%	6%&-21%	-2%	14%&7%	39%&0%	0&1	0%&-11%	-1%&-8%
2	CN1CCN(c2ccc(C(F)(F)F)cc2NC(=O)Nc2ccccc2)CC1	12%	-6%	-23%	19%	-53%	-14%	1	?	8%
3	Cc1ccc(C(=O)Nc2ncc(C)s2)o1	-13%	-9%	-8%	3%	-1%	2%	-7	1%	-14%
4	CC1=C(C(=O)OCC2CCCO2)C(c2ccccc2)NC(=O)N1 (centres undefined)	nt	-8%	13%	0%	17%	17%	-9	3%	-5%[60.1 µM]
5	O=C(CNC(=O)c1cccnc1)N/N=C/c1ccc(O)cc1O	5%	-3%	-1%	-6%	5%	-1%	8	21%	-4%
6	CN1CCCC(OC(=O)c2ccc(S(=O)(=O)N(C)C)cc2)C1 (centres undefined)	-2%	2%	-17%	0%	-25%	15%	-2	0%	-1%
7	Cc1ccc(S(=O)(=O)N2CCOCC2)cc1NCC(=O)Nc1ccc(OC(F)(F)F)cc1	-1%	nt	-16%	28%	2%	nt	-8	1%	-3%
8	[O-]/[N+](=C\c1ccc(F)cc1)c1ccccc1	nt	-17%	4%	0%	-36%	5%	-6	?	-8%
9	CC(C)(C)C(=O)OCOC(=O)[C@@H]1N2C(=O)[C@@H](N=CN3CCCCCC3)[C@H]2SC1(C)C	-11%	-1%[29.3 µM]	-4%	5%	-4%	nt	-16	-6%	-7%
10	CC1CCN(S(=O)(=O)c2ccc(Cl)cc2Br)CC1	3%	-7%	-4%	0%	22%	0%	3	-14%	-23%
11	CCOc1ccc(CCNC(=O)c2cn(-c3cccc(OC)c3)c(=O)c3ccccc23)cc1	4%	-5%	-12%	nt	1%	-12%	-5	0%	-4%
12	Cn1ncc(C(=O)N2CCN(c3ccc(F)cc3)CC2)c1C1CCN(C(=O)OC(C)(C)C)CC1	-4%	-3%	-13%	nt	-11%	1%	-6	-25%	4%
13	CCOc1ccc(CN2CCN(CCCc3ccccc3)CC2CCO)cc1 (centres undefined)	-1%	-5%	-3%	-2%	3%	50%	0	-9%	-12%
14	COc1ccc(C(=O)O/N=C(\N)Cc2ccc([N+](=O)[O-])cc2)c(OC)c1	8%	-16%	-19%	6%	-2%	12%	6	0%	-5%
15	O=C(COc1cccnc1[N+](=O)[O-])c1ccc(Cl)s1	1%	-1%	45µM*	?	-50%	32µM*	41	40µM*	79µM*
16	O=C(Nc1ccc(N2CCOCC2)cc1)c1cc(-n2cnnc2)ccc1Cl	-5%	-8%	-7%	-5%	-21%	36%	-3	0%	-9%
17	Cc1ccc(CCNC(=O)C2CCN(S(=O)(=O)c3cccc4nonc34)CC2)cc1	17%	-8%	0%	-3%	-11%	2%	-3	0%	-18%
18	N#Cc1ccccc1NC(=O)CN1C(=O)NC(Cc2c[nH]c3ccccc23)C1=O (centres undefined)	12%	nt	-16%	0%	1%	nt	1	183%[activator]	-10%
19	CCOc1cccc(C2C(C(=O)c3ccc(C)o3)=C(O)C(=O)N2CCCn2ccnc2)c1 (centres undefined)	-4%	nt	-17%	20%	6%	nt	5	-6%	0%
20	CCCN(CC(=O)Nc1ccccc1OC)C(=O)CSc1nc(C)cc(C)n1	9%	nt	-8%	7%	-13%	nt	-5	10%	-2%

Single records, from the list above. Order of values: ERG-DNA inh | Apoferritin bind | POLH inh | APEX1 inh | RGS4 inhibitor | Pol beta inh | LDHA block | 12-LOX inh | POLK inh
COc1ccc(C(=O)O/N=C(\N)Cc2ccc([N+](=O)[O-])cc2)c(OC)c1 as listed: 8% | -16% | -19% | 6% | -2% | 12% | 6 | 0% | -5%
CC1=C(C(=O)OCC2CCCO2)C(c2ccccc2)NC(=O)N1 (centres undefined) as listed: nt | -8% | 13% | 0% | 17% | 17% | -9 | 3% | -5%[60.1 µM]
CCCN(CC(=O)Nc1ccccc1OC)C(=O)CSc1nc(C)cc(C)n1 as listed: 9% | nt | -8% | 7% | -13% | nt | -5 | 10% | -2%

The list goes on:
cpd	structure	ERG-DNA inh	Apoferritin bind	POLH inh	APEX1 inh	RGS4 inhibitor	Pol beta inh	LDHA block	12-LOX inh	POLK inh
21	CC1CCc2nc(NCCO)nc(C(F)(F)F)c2C1 (centres undefined)	nt	-2%	-13%	18%	-9%	20%	4	25%	-8%
22	O=C(N/N=C/c1cccnc1)/C(=C\c1cccs1)NC(=O)c1ccccc1	2%	-8%	-26%	3%	13%	5%	-5	15%	-13%
23	CC(Oc1ccccc1)C(=O)Nc1nc2ccc(S(N)(=O)=O)cc2s1 (centres undefined)	-2%	-3%	6%	nt	-3%	38%	6	-6%	2%[60.1 µM]
24	Cn1c(SCC(=O)N2CCc3ccccc32)nnc1C1CC1	-6%	-9%	-13%	4%	-52%	1%	0	28%	6%
25	Cc1cc(N2C(=O)C3C4CC(C(Br)C4Br)C3C2=O)no1 (centres undefined)	-14%	5%	-13%	-1%	-3%	19%	-6	17%	1%
26	O=CC1=C(N2CCOCC2)/C(=C\c2ccccc2)CC1	10%	-16%	-6%	27%	-16%	2%	1	-7%	-7%
27	CCC(c1nnnn1CCOC)N1CCN(Cc2ccccc2OC)CC1 (centres undefined)	-6%	-8%	-9%	1%	3%	22%	0	?	1%
28	Cc1ccc(CNCC(O)(c2ccccc2)c2ccc(F)cc2)cc1 (centres undefined)	-5%	-15%	-20%	-6%	-14%	?	-6	0%	-8%
29	COc1cc(C(=O)OCc2ccccc2C#N)ccc1OCC(=O)N1CCOCC1	-2%	nt	-18%	18%	5%	nt	-6	-42%	-13%
30	Cc1ccc(CNC(=O)Cn2c(=O)n(-c3ccccc3)c(=O)c3sccc32)cc1	11%	4%	12%	20%	-18%	2%	-4	3%	-17%
31	CCc1nnc(SCC(=O)Nc2cc(OC)ccc2OC)nc1CC	-6%	-2%	13%	nt	-3%	24%	-2	-20%	7%
32	Oc1ccc(Br)cc1C1Nc2ccccc2S1 (centres undefined)	-26%	8%	-7%	38%	15%	1%	-2	-7%	-5%
33	Cc1ccc(C2(C)NC(=O)N(CC(=O)Nc3ccc(N4CCOCC4)cc3N3CCOCC3)C2=O)cc1 (centres undefined)	nt	nt	-13%	47%[activator]	-43%	nt	12	-10%	-4%
34	O=C(NC1CCCCC1)c1ccc(-c2ccccc2)cc1	11%	nt	0%	nt	1%	nt	-5	-6%	-5%
35	CCOC(=O)c1[nH]ncc1CN1CCC(Cc2cccc(OC)c2)(C(=O)OCC)CC1	-5%	-9%	-4%	3%	-10%	23%	-5	6%	-2%
36	CCOC(=O)C1=CN(Cc2cccc(F)c2)S(=O)(=O)N(CC)C1c1cccc(OC)c1 (centres undefined)	0%	nt	-20%	-7%	1%	nt	1	-27%	-6%
37	CC1(C)COC(c2cccn2Cc2ccc(F)cc2Cl)=N1	0%	-17%	-14%	?	-41%	25%	2	-16%	6%
38	Cc1cccc(-c2cc(NC(=O)COc3ccccc3F)n(-c3ccccc3)n2)c1	2%	0%	-16%	nt	-17%	-2%	-1	-15%	3%[60.1 µM]
39	CSCC[C@H](NC(=O)[C@H](Cc1ccccc1)NC[C@@H](NC[C@@H](N)CS)C(C)C)C(=O)O	nt	-9%&-12%	nt	-2%&-1%	nt	nt	nt	-13%	11%[60.1 µM]
40	Cn1cnc([N+](=O)[O-])c1S(=O)(=O)c1cccc(Cl)c1	-20%	-1%	3%	3%	1%	10%	-3	-4%	-14%
41	COc1ccc(/C=C(\C#N)C(=O)Nc2cccc(C)n2)cc1	0%	-2%	-19%	-11%	1%	9%	-1	-1%	-7%
42	Cn1c(=O)n(C)c2cc(/C=N/NC(=O)c3cc4cc(Br)ccc4o3)ccc21	14%	6%	2%	18%	?	3%	-8	182%[activator]	-8%
43	Cc1nc(C(=O)NCC(=O)c2ccccc2)c(C(F)(F)F)o1	-4%	-3%	-8%	2%	-8%	-1%	-6	?	5%
44	COCCCNC(=S)Nc1ccc(C)cc1	3%	2%	-8%	-3%	1%	1%	-2	162%[activator]	-7%
45	CC1CN(C(=O)Nc2cccc(C(F)(F)F)c2)CC(C)O1 (centres undefined)	1%	-14%	-16%	-1%	13%	-10%	-10	-4%	-4%
46	CCOC(=O)N1CCN(C(=O)c2cccc(NC3=NC4CS(=O)(=O)CC4S3)c2)CC1 (centres undefined)	-3%	-11%	-9%	1%	35%	0%	3	0%	-13%
47	Cc1ccc(C(=O)N2CCN(c3ccc(Cl)cc3)CC2)cc1	-12%	6%	0%	-3%	-14%	3%	-2	0%	-7%

Some of the entries above in a different format.
3: Cc1ccc(C(=O)Nc2ncc(C)s2)o1
  ERG-DNA inh: -13% | Apoferritin bind: -9% | POLH inh: -8% | APEX1 inh: 3% | RGS4 inhibitor: -1% | Pol beta inh: 2% | LDHA block: -7 | 12-LOX inh: 1% | POLK inh: -14%

33: Cc1ccc(C2(C)NC(=O)N(CC(=O)Nc3ccc(N4CCOCC4)cc3N3CCOCC3)C2=O)cc1 (centres undefined)
  ERG-DNA inh: nt | Apoferritin bind: nt | POLH inh: -13% | APEX1 inh: 47%[activator] | RGS4 inhibitor: -43% | Pol beta inh: nt | LDHA block: 12 | 12-LOX inh: -10% | POLK inh: -4%

Only part of the results is shown. The share of hits here may be higher or lower than overall.
